# NPR1 activator: GC-A (human) enzyme activation; P16066; HEK293 GC-A cells, cGMP TR-FRET, EC30 ANP; 0% at EC30 ANP, 100% saturating ANP; activation, % at 10 µM; hit rate 0.14% among 370,000; AID 1671463; in the data active = activation above about 40%
# GC-B act: GC-B (human) receptor activation; AID 1920062; HEK293-GC-B cells, CNP EC30, cGMP TR-FRET; 0% at EC30 CNP, 100% saturating CNP; hit rate 0.11% among 370,000; activation, % at 10 µM;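 active = activation at 10 µM reaching about 35% in either raw or pattern-adjusted values, limit read from the data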
# TCR-CD3 inh: blocks the human TCR-CD3 interaction; TAMRA-labeled TCR probe fluorescence, biochemical; AID 651800; hit rate 0.37% among 360,000; inhibition, % at 9.4 µM; in the data active = inhibition above about 19%;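 note: recombinant mutant TCR 2C K166C tagged with TAMRA read by polarization; 0% = receptor in buffer alone and 100% = receptor with positive control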
# MBD2 DNA inh: MBD2-methylated oligo binding inhibition; Q9UBB5; TR-FRET, MBD2 binding to methylated oligonucleotide; inhibition, % at 4.4 µM; hit rate 0.31% among 370,000; in the data active = inhibition above about 13%
# Target sequence (Q9UBB5 whole entry, looked up): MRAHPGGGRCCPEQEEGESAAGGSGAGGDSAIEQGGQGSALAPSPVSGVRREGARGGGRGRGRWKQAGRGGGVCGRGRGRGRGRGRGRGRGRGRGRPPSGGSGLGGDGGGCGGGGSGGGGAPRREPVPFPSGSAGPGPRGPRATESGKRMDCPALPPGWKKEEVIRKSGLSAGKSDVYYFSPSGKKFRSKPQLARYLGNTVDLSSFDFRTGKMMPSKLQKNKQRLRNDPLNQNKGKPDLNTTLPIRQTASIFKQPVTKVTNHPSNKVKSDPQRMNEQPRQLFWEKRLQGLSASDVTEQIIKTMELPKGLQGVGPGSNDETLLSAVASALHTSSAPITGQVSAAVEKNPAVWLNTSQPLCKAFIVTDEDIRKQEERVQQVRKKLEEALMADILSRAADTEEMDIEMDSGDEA
# rCAG binder: molecules binding r(CAG) RNA repeats; r(CAG) RNA repeat, TO-PRO-1 dye displacement fluorescence; inhibition, % at 3 µM; hit rate 1.3% among 370,000;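 active = inhibition above the plate cutoff, the mean of all test compounds on that plate plus 3 SD, cut at about 35% in these data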;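 note: 0% = DMSO alone and 100% = 100 µM mitoxantrone as full dye displacement; higher means more dye released from RNA so lower well fluorescence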
# UHRF1 MBD2 ctr: UHRF1 methyl-DNA binding inhibition. Q96T88. UHRF1 binding to methylated oligo, TR-FRET. inhibition, % at 4.4 µM. hit rate 0.75% among 370,000. AID 687016; in the data active = inhibition above about 21%;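 note: UHRF1 SRA domain binding a hemimethylated CpG hairpin DNA probe; 0% = median of test compound wells and 100% = reference inhibitor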
# PRMT1 FP inh: blocks human protein arginine methyltransferase 1; inhibition, % at 2.79 µM; hit rate 1.3% among 370,000; Q99873; recombinant PRMT1, activity-based probe fluorescence polarization;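 active = inhibition above about 21% made by adding two undisclosed values, limit read from the data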
# mABHD4 FP: ABHD4 (mouse) inhibition, primary FP screen | Q8VD66 | purified mABHD4, FP-Rh probe fluorescence polarization | inhibition, % at 8.92 µM | hit rate 0.54% among 370,000 | AID 720543;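 active = inhibition exceeding the mean over every tested compound plus 3 SD, cut at about 30% in these data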;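 note: 0% = plate median of compound wells and 100% = S159A mutant with DMSO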
# Target sequence (Q8VD66 whole entry, looked up): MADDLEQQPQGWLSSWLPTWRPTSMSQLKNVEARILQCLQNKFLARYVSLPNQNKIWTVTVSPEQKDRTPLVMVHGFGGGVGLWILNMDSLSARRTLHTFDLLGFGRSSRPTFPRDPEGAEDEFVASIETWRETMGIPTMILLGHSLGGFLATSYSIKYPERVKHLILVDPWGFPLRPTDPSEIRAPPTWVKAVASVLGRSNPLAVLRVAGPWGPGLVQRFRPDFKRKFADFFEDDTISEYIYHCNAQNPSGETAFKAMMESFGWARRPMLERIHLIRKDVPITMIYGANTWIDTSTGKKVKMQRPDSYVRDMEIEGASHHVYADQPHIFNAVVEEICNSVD
#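 assay system = mABHD4 protein | compound dosing = single nominal dose of 8.92 µM, 0.89% DMSO final | read-out basis = percent inhibition of probe binding, normalized to plate controls | schedule = Enzyme–compound pre-incubation 45 min, then probe 60 min, both 25 °C | detection = fluorescence polarization, excitation 525 nm, emission 598 nm, BODIPY TMR filters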
# HTRA1 inh: inhibitors of human serine peptidase HTRA1 | recombinant HTRA1, FP-rhodamine activity-based probe, fluorescence polarization | Q92743 | inhibition, % at 5.96 µM | hit rate 0.5% among 340,000; in the data active = inhibition above about 36%;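 note: 0% = enzyme with DMSO and 100% = wells lacking enzyme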
# SIAE primary: human SIAE inhibition, primary screen; Q9HAT2; SIAE FP-Rh probe binding, fluorescence polarization; inhibition, % at 9.66 µM; hit rate 0.69% among 370,000; AID 1053197;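 active = inhibition above a cutoff: mean of compounds within the control limits plus 3 SD of those, cut at about 17% in these data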;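 note: 0% = plate median of compound wells and 100% = probe without SIAE protein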
# * hit, by the source's call; x = no result given. Some of the compounds tested; the hit share may differ from the screen's.
1) CC1(C)N=C(N)N=C(N)N1CCCCc1ccccc1
2) CCCCCCNC(=O)C1CSCCS(=O)(=O)N1Cc1ccc(F)cc1 (stereo not given)
3) COc1ccc(NC(=O)N(C)C[C@H]2OCc3cnnn3CCCC(=O)N([C@@H](C)CO)C[C@H]2C)c(OC)c1
4) CC(=O)c1ccc(NC(=S)N2CCN(S(=O)(=O)c3ccc(F)cc3)CC2)cc1
5) CCCN(CC(=O)Nc1ccccc1C)C(=O)c1ccc(-c2ccc([N+](=O)[O-])cc2)o1
6) CC(=O)C[C@H](O)CC(=O)[C@H]1OC(=O)CCCCC/C=C/Cc2ccccc21
7) O=C(NCc1ccccc1)c1cc(C2CCCN(C(=O)CCc3ccccc3)C2)on1 (stereo not given)
8) C=CCn1c(SCC(=O)NCC2CCCO2)nc2c([nH]c3ccccc32)c1=O (stereo not given)
9) COc1ccc(OC)c(NC(=O)CSc2nncc(=O)n2N)c1
10) COc1ccc(-c2nc(N)n(C(=O)c3ccco3)n2)cc1

Compound	1	2	3	4	5	6	7	8	9	10
NPR1 activator	2	0	1	1	0	-1	1	-6	2	1
GC-B act	10	0	2	-1	3	-5	-3	-13	0	-2
TCR-CD3 inh	-3	x	1	-1	-1	-4	-4	-5	3	0
MBD2 DNA inh	-2	-10	5	0	-2	5	-7	-1	5	4
rCAG binder	2	-3	0	6	15	-4	1	-5	3	2
UHRF1 MBD2 ctr	-3	0	-5	4	-3	-2	2	2	-3	-4
PRMT1 FP inh	0	-3	2	-4	12	0	2	-2	2	0
mABHD4 FP	-3	2	11	3	8	7	-4	3	-2	2
HTRA1 inh	-5	x	2	-7	11	0	x	-2	-2	19
SIAE primary	7	2	3	-5	2	15	7	-1	0	1

# Among those listed so far, these contain two or more sulfur atoms.
2) CCCCCCNC(=O)C1CSCCS(=O)(=O)N1Cc1ccc(F)cc1 (stereo not given)
4) CC(=O)c1ccc(NC(=S)N2CCN(S(=O)(=O)c3ccc(F)cc3)CC2)cc1

Compound	2	4
NPR1 activator	0	1
GC-B act	0	-1
TCR-CD3 inh	x	-1
MBD2 DNA inh	-10	0
rCAG binder	-3	6
UHRF1 MBD2 ctr	0	4
PRMT1 FP inh	-3	-4
mABHD4 FP	2	3
HTRA1 inh	x	-7
SIAE primary	2	-5

# Other records.
11) Cc1ccc(C(=O)NNC(=O)c2ccncc2)cc1[N+](=O)[O-]
12) CCOCCCNC(=O)Cn1cnc2c(cnn2-c2ccc(C)c(C)c2)c1=O
13) C=CC[C@@H](CC(=O)N[C@@H](CO)Cc1ccccc1)C(=O)N[C@H](COC(=O)[C@@H](CC=C)CC(=O)OC(C)(C)C)Cc1c[nH]c2ccccc12
14) COC(=O)c1ccc(S(=O)(=O)NNC(=O)c2ccc(S(=O)(=O)N3CCCCC3)cc2)cc1
15) CCOc1ccc(/C=C/c2nc(C#N)c(NCCCOC)o2)cc1
16) O=C(COC(=O)c1cc(Br)ccc1O)Nc1ccc2c(c1)OCO2
17) COCCC(=O)N1CCC(Oc2ccc(C(=O)NCCc3cnn(C)c3)cc2)CC1
18) NC(=O)c1ccc(C2SCC(=O)N2CCc2ccccc2)cc1 (stereo not given)
19) Cc1cc(S(=O)(=O)N2CCN(CC(=O)N(C)Cc3ccccc3)CC2)ccc1Br
20) Cn1nccc1C(=O)Nc1ccc(OC(=O)c2ccnn2C)cc1

Compound	11	12	13	14	15	16	17	18	19	20
NPR1 activator	0	8	-5	-7	-7	0	0	3	-3	1
GC-B act	-7	4	-2	1	-4	0	0	-4	-12	4
TCR-CD3 inh	-10	-2	-2	6	1	-4	-8	-8	0	6
MBD2 DNA inh	-1	-5	5	-5	-1	0	3	0	3	1
rCAG binder	1	-1	3	9	-3	9	-3	0	-8	-3
UHRF1 MBD2 ctr	1	-2	0	-3	15	-3	3	3	4	-2
PRMT1 FP inh	5	0	1	-6	3	2	5	-2	7	3
mABHD4 FP	3	-1	-2	-12	-1	5	-3	-6	-14	-2
HTRA1 inh	1	4	-21	-4	-1	-2	-3	14	-1	-1
SIAE primary	-4	-2	5	1	0	-4	6	-1	-4	-1

21) Cc1cc(=O)n(-c2ccc(O)cc2)[nH]1
22) CC(C)COC(=O)c1cc(=O)[nH]c2ccccc12
23) O=C(OCC(=O)c1c[nH]c2ccccc12)c1ccc(F)c(S(=O)(=O)N2CCOCC2)c1
24) COc1ccc(-c2csc(NC(=O)CN3C(=O)NC4(CCCC4)C3=O)n2)cc1
25) CCCCCNC(=O)C(C1CC1)n1c(=O)c(-c2ccccc2)nc2ccccc21 (stereo not given)
26) CCN(CC)c1nc(-c2ccc(Cl)cc2)cc(C(F)(F)F)c1C#N
27) COc1ccc(C2(C)NC(=O)N(CC(=O)Nc3ccc(-c4nc5ccc(C)cc5s4)cc3)C2=O)cc1 (stereo not given)
28) COc1ccc(Br)cc1C=NNC(=O)c1ccncc1
29) O=C(CNC(=O)c1ccccc1Cl)NC1CCN(Cc2ccccc2)CC1
30) Cc1cc2c(n1-c1ccc(Br)cc1)CC(C)(C)CC2=O

Compound	21	22	23	24	25	26	27	28	29	30
NPR1 activator	3	-3	-4	11	-7	5	0	-2	-5	-12
GC-B act	-7	0	0	3	-6	-1	4	-2	1	-9
TCR-CD3 inh	1	0	9	-2	3	3	13	x	-2	14
MBD2 DNA inh	-4	-7	-5	1	0	1	-1	-2	2	-5
rCAG binder	3	1	9	4	0	2	10	2	-1	-2
UHRF1 MBD2 ctr	6	-2	2	-4	-1	-5	-1	-2	0	0
PRMT1 FP inh	6	-1	2	-2	-1	-2	-4	7	0	-1
mABHD4 FP	6	-7	-14	-2	-4	-8	-58	0	3	2
HTRA1 inh	7	0	-10	-7	x	7	x	x	-5	-13
SIAE primary	6	4	-10	-1	-4	-4	-47	-2	1	10

31) Cc1nn(CC(=O)Nc2cccnc2)c(=O)c2ccccc12
32) O=C(Nc1ccc(N2CCN(C(=O)c3ccccc3)CC2)cc1)c1cccnc1
33) C[C@H]1CN([C@@H](C)CO)C(=O)c2cc(NC(=O)c3ccncc3)ccc2O[C@H]1CN(C)Cc1ccc(C(=O)O)cc1
34) NC(=O)CN1C(=O)NC(c2ccccc2)(c2ccccc2)C1=O
35) O=C(CN1C(=O)NC(Cc2c[nH]c3ccccc23)C1=O)Nc1ccc(F)cc1F (stereo not given)
36) COc1ccc(CN2C[C@@H](CO)O[C@@H](n3cnc4c(NCc5ccco5)ncnc43)C2)cc1
37) O=C(NCCc1ccccc1)c1nc2ncccn2n1
38) COc1ccc(NC(=O)CCN2CCN(c3ccc(F)cc3)CC2)cc1
39) CN1CCN(C(=O)c2ccccc2NC(=O)c2sc3ccccc3c2Cl)CC1
40) COc1cc(C)nc(N2CCC(C(N)=O)CC2)n1

Compound	31	32	33	34	35	36	37	38	39	40
NPR1 activator	4	0	1	-3	-10	3	4	8	2	1
GC-B act	4	-2	7	-1	-3	-4	2	-2	-1	-4
TCR-CD3 inh	2	4	4	3	8	4	6	5	-2	1
MBD2 DNA inh	-3	2	0	-1	-1	-8	4	4	2	0
rCAG binder	2	-3	3	0	5	1	0	-7	-4	0
UHRF1 MBD2 ctr	-4	-2	0	-1	1	-1	-2	6	4	-3
PRMT1 FP inh	-3	-1	1	-2	0	-1	0	-1	0	1
mABHD4 FP	-5	-5	6	3	-1	3	5	8	-1	3
HTRA1 inh	8	3	10	2	5	x	1	-1	-8	1
SIAE primary	-2	5	3	6	-3	5	3	10	-1	-8

41) CCOC(=O)C1CCN(c2cc3c(cc2NC(=O)c2ccccc2)n(C)c(=O)n3C)CC1
42) Cc1cccc(-c2nc3c(s2)CCc2onc(-c4ccc(Br)cc4)c2-3)c1
43) CC(C)(C)c1ccc(OCc2ccc(C(=O)N/N=C/c3ccc(O)c(O)c3)cc2)cc1
44) CCCn1c(O)c(N=NC(=O)CNC(=O)Cc2ccc(OC)cc2)c2ccccc21
45) CCCCCCSc1ccc([C@@H]2[C@@H]3C(=O)N(CC)C(=O)[C@@H]3[C@]3(C(=O)OC)CCCCN23)cc1
46) O=C(NCCCn1ccnc1)/C(=C\c1cccs1)NC(=O)c1ccccc1
47) CC1(C)C(c2cccs2)=[N+]([O-])C2(CCCCC/C2=N\NC(N)=O)N1O (stereo not given)
48) CN(C)S(=O)(=O)c1ccc(C(=O)NC2CCCc3ccccc32)cc1 (stereo not given)
49) Cc1nn(C)cc1-c1n[nH]c(=S)n1-c1ccc(F)cc1
50) CCN(CC)S(=O)(=O)c1ccc(Cl)c(NC(=O)c2cc(Cl)ccc2Cl)c1

Compound	41	42	43	44	45	46	47	48	49	50
NPR1 activator	-1	0	-9	1	1	-2	0	1	-1	1
GC-B act	-2	4	-1	-1	0	4	6	3	-1	3
TCR-CD3 inh	3	2	2	-1	3	5	-1	-8	1	6
MBD2 DNA inh	3	-2	1	-5	-2	0	-1	-2	5	-1
rCAG binder	-3	2	17	1	0	-4	2	4	-3	3
UHRF1 MBD2 ctr	-2	-2	-2	-1	1	-2	2	1	3	1
PRMT1 FP inh	6	-1	-3	5	-1	-2	3	-2	2	-7
mABHD4 FP	2	3	25	-6	-2	4	-2	-1	0	-5
HTRA1 inh	2	-5	45*	0	-3	4	1	-2	6	4
SIAE primary	3	-1	13	-1	7	-1	-2	-3	4	-9

# Some of these compounds in order of the HTRA1 inh value, falling.
item | mol | NPR1 activator | GC-B act | TCR-CD3 inh | MBD2 DNA inh | UHRF1 MBD2 ctr | PRMT1 FP inh | HTRA1 inh | SIAE primary
49 | Cc1nn(C)cc1-c1n[nH]c(=S)n1-c1ccc(F)cc1 | -1 | -1 | 1 | 5 | 3 | 2 | 6 | 4
41 | CCOC(=O)C1CCN(c2cc3c(cc2NC(=O)c2ccccc2)n(C)c(=O)n3C)CC1 | -1 | -2 | 3 | 3 | -2 | 6 | 2 | 3
48 | CN(C)S(=O)(=O)c1ccc(C(=O)NC2CCCc3ccccc32)cc1 (stereo not given) | 1 | 3 | -8 | -2 | 1 | -2 | -2 | -3

# (listing goes on)
51) Cc1cc(=O)[nH]c(SCCCOc2ccc3c(c2)CCC3)n1
52) COc1ccc(-c2sc3cc(OC)c(OC)cc3c2C#CC(C)(C)O)cc1
53) CCCNC(=O)c1ccc(N2CCC3(CC2)CC(c2ccccc2)=NO3)c(N)c1
54) CCN(CC)c1ccc(/C=N/O)cc1
55) COc1ccc(N2CCN(S(C)(=O)=O)CC2)cc1
56) COC(=O)c1ccc(NC(=O)CN2CCN(c3ccccc3)CC2)cc1
57) S=c1[nH]cc(-c2ccccc2)n1-c1ccccc1

Compound	51	52	53	54	55	56	57
NPR1 activator	-3	0	-1	-1	4	-8	-1
GC-B act	1	-7	1	6	6	5	-1
TCR-CD3 inh	-3	2	8	10	-6	6	-4
MBD2 DNA inh	2	6	2	-3	-2	0	0
rCAG binder	2	11	-6	-2	-1	0	2
UHRF1 MBD2 ctr	0	12	-4	0	-1	3	5
PRMT1 FP inh	2	0	-1	-4	2	-1	34*
mABHD4 FP	-6	5	-3	-2	5	0	2
HTRA1 inh	-3	-5	-4	2	-2	-2	1
SIAE primary	5	2	6	2	-8	2	-3

# Full records from above. Order of values: NPR1 activator, GC-B act, TCR-CD3 inh, MBD2 DNA inh, rCAG binder, UHRF1 MBD2 ctr, PRMT1 FP inh, mABHD4 FP, HTRA1 inh, SIAE primary
# Listed for Cc1nn(CC(=O)Nc2cccnc2)c(=O)c2ccccc12 = 4, 4, 2, -3, 2, -4, -3, -5, 8, -2
# Listed for C=CCn1c(SCC(=O)NCC2CCCO2)nc2c([nH]c3ccccc32)c1=O (stereo not given) = -6, -13, -5, -1, -5, 2, -2, 3, -2, -1
